DSG3 Ab inh = inhibitors of pemphigus antibody binding to human desmoglein-3. binding (percent of control), % at 10 µM. AID 588358. DSG3-coupled beads, scFv-anti-DSG3-GFP binding, flow cytometry; hits give low values. 310,000 tested, 0.48% active. P32926;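 active = binding more than 3 SD below its plate's average and above zero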;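 also: hits lower antibody fragment binding to DSG3; some compounds called inactive have numbers as strong as hits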
AddAB inh = less growth of phage-infected E. coli with AddAB; 330,000 tested, 0.29% active; inhibition, % at 11.9 µM; E. coli expressing H. pylori AddAB, absorbance growth; in the data active = inhibition above about 12%;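 also: 0% = vehicle wells of infected cells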
HTR5A ag = activates human HTR5A in OPRM1-OPRD1 agonist counter-screen | 340,000 tested, 0.61% active | AID 504692 | activation, % at 9.3 µM | P47898 | HTR5A agonist assay, luminescence, cell-based; in the data active = activation mostly above about 9.5%, no sharp cut-off; inactive = mostly below about 7.6%;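 also: 0% = cells with vehicle only and 100% = reference agonist; strong numbers were not always called active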
Target sequence (P47898 whole entry, looked up): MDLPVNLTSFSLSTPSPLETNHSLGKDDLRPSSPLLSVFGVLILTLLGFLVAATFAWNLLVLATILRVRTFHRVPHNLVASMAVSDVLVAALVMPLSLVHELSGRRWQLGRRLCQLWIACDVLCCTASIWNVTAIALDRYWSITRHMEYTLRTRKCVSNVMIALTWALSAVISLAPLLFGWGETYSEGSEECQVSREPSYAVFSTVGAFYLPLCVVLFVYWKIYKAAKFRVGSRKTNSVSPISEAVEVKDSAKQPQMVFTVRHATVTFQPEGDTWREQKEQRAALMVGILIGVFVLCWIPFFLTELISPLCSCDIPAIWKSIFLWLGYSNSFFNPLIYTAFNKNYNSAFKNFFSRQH
HTR5A inv ctr = counter-screen for OPRM1-OPRD1 inverse agonists: human HTR5A inverse agonism; P47898; HTR5A cell line, luminescence; inhibition, % at 9.3 µM; 340,000 tested, 0.083% active; AID 504634; in the data active = inhibition mostly above about 23%, no sharp cut-off; inactive = mostly below about 18%;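 also: 0% = cells with DMSO and 100% = no-cell wells with DMSO; some compounds called inactive have numbers as strong as hits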
MOR-DOR inv ag = inverse agonists of human mu-delta opioid receptor heterodimerization; cell-based MOR-DOR heterodimer luminescence, inverse agonism; AID 504357; P35372+P41143; 340,000 tested, 0.21% active; inhibition, % at 9.3 µM; in the data active = inhibition above about 22%, passing the limit was not always enough;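 also: 0% = cells with DMSO and 100% = wells without cells with DMSO; values of inactives mirror those of a sister screen read the other way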
PfHsp90 yeast 2 = reduces growth (ATP signal) of yeast expressing P. falciparum Hsp90. 310,000 tested, 0.32% active. AID 504621. inhibition, % at 9.4 µM. S. cerevisiae expressing PfHsp90, BacTiter-Glo ATP, 48 h; yeast lacking PDR1 and PDR3 efflux regulators;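 active = every replicate shows inhibition above about 80%, whatever the replicate mean, limit read from the data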;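 also: 0% = DMSO neutral controls and 100% = 20 µM radicicol positive controls; yeast relying on Plasmodium falciparum Hsp90 in place of its own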
E coli growth = reduces bacterial viability in AddAB counter-screen; E. coli V3065 growth, OD600 absorbance, 18 h; AID 449728; inhibition, % at 11.9 µM; 330,000 tested, 0.27% active;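 active = inhibition above the campaign's mean inhibition across all tested compounds plus 3 SD, cut at about 9.9% in these data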;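 also: uninfected addAB+ strain grown without phage in ampicillin broth; 0% = DMSO wells and 100% = ciprofloxacin 0.95 µg/ml wells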
SUMO Mot1 rescue = blocks SUMOylation pathway, rescuing yeast Mot1-301 growth | S. cerevisiae Mot1-301 growth rescue, ATP luminescence, 38.5C; percent above DMSO median, 100 means doubled | growth rescue, % at 18.8 µM | 320,000 tested, 1% active;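 active = every valid replicate shows activation above 250% relative to neutral control wells; inactive = the rest, any valid replicate at or below 250%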;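 also: OY570 slx delta 5 strain wells were the positive control but not used for scaling; some compounds called inactive have numbers as strong as hits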
MOR-DOR ag = OPRM1-OPRD1 heterodimerization agonism | activation, % at 9.3 µM | P35372+P41143 | AID 504326 | cells, luminescence | 340,000 tested, 0.3% active; in the data active = activation above about 18%;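 also: 0% = vehicle-treated cells and 100% = reference agonist; values of inactives mirror those of a sister screen read the other way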
PKA-R1A act = activates the PKA-R1A holoenzyme complex | P00514+P68181 | PKA-R1A dissociation, Cy5-IP20 fluorescence polarization; scaled: DMSO 0%, 113 µM cGMP 100% | activation, % at 11.4 µM | 340,000 tested, 0.083% active | AID 504707;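 active = percent activation above the mean of all tested compounds plus 3 SD, cut at about 19% in these data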;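 also: higher means more PKAc released from R1A so a rise in polarization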
phage Ecoli inh = E. coli growth loss with phage present; growth absorbance; inhibition, % at 11.9 µM; 360,000 tested, 0.26% active; AID 651602; in the data active = inhibition above about 11%
An asterisk follows results filed as active; i = inactive; x = not tested or not shown.

1) O=C(NC1CCCCC1)C(c1ccccc1)N1CCc2ccccc21 (stereo unspecified)
2) COc1ccc(C)cc1NC(=O)c1cccc(C(=O)Nc2cc(C)ccc2OC)n1
3) O=C1c2ccccc2C(=O)N1CCCCN(C(=O)c1ccco1)c1ccc(Cl)cc1
4) COc1ccc(S(=O)(=O)N2CCCCCC2)cc1C(=O)N(C)Cc1ccccc1F
5) COc1ccc(OC)c(NC(=O)CSCC(=O)O)c1
6) COc1ccc(C(=O)NNC(=O)c2ccc(S(=O)(=O)N3CC(C)OC(C)C3)cc2)cc1 (stereo unspecified)
7) COC(=O)C(C)Sc1ccc2nnc(-c3ccccc3)n2n1 (stereo unspecified)
8) O=C(O)c1nccnc1C(=O)Nc1ccccc1-c1ccccc1
entry no.	1	2	3	4	5	6	7	8
DSG3 Ab inh	93	x	97	100	x	103	94	101
AddAB inh	-0.6	-0.9	2.3	1.2	1.5	4.9	0.6	0.9
HTR5A ag	6	5	3	-1	7	-2	-3	5
HTR5A inv ctr	-19	9	-3	3	-18	-1	6	-22
MOR-DOR inv ag	-6	18	-11	4	13	19	5	7
PfHsp90 yeast 2	-30	-8	17	x	x	-23	9	4
E coli growth	0.1	-0.2	-3.0	1.3	-1.2	0.6	-0.3	0.2
SUMO Mot1 rescue	11	-1	x	37	10	-2	-12	-13
MOR-DOR ag	1.0	-5.4	1.8	-0.7	-2.2	-2.8	-1.0	-1.3
PKA-R1A act	-4	-8	7	-2	-9	-5	2	-7
phage Ecoli inh	1.3	3.6	3.7	-0.7	0.5	3.2	3.0	0.9

9) CCc1cccc(C)c1NC(=S)NCc1ccc2c(c1)cc(C)n2C
10) O=C(NC1CCCC1)c1ccc(Br)c(S(=O)(=O)N2CCCCC2)c1
11) CC(Oc1ccc2ccc(=O)oc2c1)C(=O)NC1CCN(Cc2ccccc2)CC1 (stereo unspecified)
12) O=C(CC1CCCC1)N1CCN(S(=O)(=O)c2ccc(F)cc2)CC1
13) CN(CC(O)COc1ccc(OCC(O)CN(C)C2CCCCC2)cc1)C1CCCCC1 (stereo unspecified)
14) CCOc1ccc(OCCC(=O)NNC(=O)c2cc(C)oc2C)cc1
15) CCCc1cc2c(-c3ccccc3)cc(=O)oc2cc1OCc1ccc(C(=O)O)o1
16) CCOC(=O)C1CCCN(Cc2ccc(OC)cc2OC)C1 (stereo unspecified)
entry no.	9	10	11	12	13	14	15	16
DSG3 Ab inh	89	x	98	97	108	102	102	99
AddAB inh	-2.2	0.1	1.2	1.3	1.9	1.4	1.6	0.0
HTR5A ag	8	12	3	1	0	3	-4	8
HTR5A inv ctr	-25	-35	-10	2	7	-7	11	-22
MOR-DOR inv ag	1	-20	14	6	1	-2	-2	16
PfHsp90 yeast 2	0	6	2	4	-9	-15	3	16
E coli growth	-2.5	-1.1	1.3	0.3	-1.1	-1.2	-0.3	1.0
SUMO Mot1 rescue	5	-6	-14	0	1	-19	2	-3
MOR-DOR ag	-0.2	3.1	-2.8	-1.5	-0.2	0.3	0.3	-3.8
PKA-R1A act	-11	4	-18	1	-10	0	1	-12
phage Ecoli inh	0.6	-0.1	1.5	3.6	3.6	2.5	4.5	0.4

17) CN(C)CCCn1c(N)c(S(=O)(=O)c2ccccc2)c2nc3ccccc3nc21
18) CCC(Sc1nc2cc(OC)c(OC)cc2c(=O)n1Cc1ccco1)C(=O)NCCOC (stereo unspecified)
19) C[C@H]1CN=C(Nc2ccccc2)N1CCC1CCCCC1
20) O=S(=O)(Nc1nc2ccccc2s1)c1cnc(Cl)c(Br)c1
21) O=C(NCc1ccccc1Cl)NC(=O)c1ccccc1
22) O=C(O)CCCCCNC(=O)/C(=C\c1ccco1)NC(=O)c1ccco1
23) Cc1c(/C=C/C(=O)c2ccccc2O)cnn1C
24) COc1ccc(CNC(=O)C2CCC(=O)N(CCCN3CCCC3=O)C2)cc1 (stereo unspecified)
entry no.	17	18	19	20	21	22	23	24
DSG3 Ab inh	110	100	102	90	91	118	111	98
AddAB inh	-1.1	-1.0	1.8	3.1	5.0	1.6	6.3	3.0
HTR5A ag	x	0	-2	-2	-2	-3	8	3
HTR5A inv ctr	x	-1	16	-13	5	10	7	-3
MOR-DOR inv ag	x	20	4	8	5	10	-8	-1
PfHsp90 yeast 2	x	26	-18	-4	0	-12	14	-5
E coli growth	-2.1	-0.5	0.7	-0.3	1.7	-2.2	1.3	1.9
SUMO Mot1 rescue	-20	-16	1	-15	9	61	37	-13
MOR-DOR ag	x	-4.7	-0.8	-1.5	-0.9	-2.0	1.4	0.1
PKA-R1A act	x	-12	-1	-20	-2	-7	-4	-4
phage Ecoli inh	2.4	2.9	2.5	0.2	1.9	0.2	3.5	-1.2

25) CCCCn1nc(C(=O)Nc2ccc(S(=O)(=O)Nc3ncccn3)cc2)c2ccccc2c1=O
26) CCc1c(C)sc(NC(=O)c2cccs2)c1C(N)=O
27) NC1=NC(=O)/C(=C/C=C/c2cccs2)S1
28) O=C(Nc1ccccc1)Nc1ccc2snnc2c1
29) Cc1cccc(N2C(=O)SC(N(C)c3ccccc3)C2=O)c1 (stereo unspecified)
30) C=CCc1cccc(OC)c1OCCOCCn1ccnc1
31) CCN1CCc2c(C#N)c(N3CCCCC3)nc(N3CCOCC3)c2C1
32) Cc1cccc(CN2CCSCC2)c1
entry no.	25	26	27	28	29	30	31	32
DSG3 Ab inh	89	93	104	110	100	83	107	117
AddAB inh	-0.3	2.5	3.6	5.8	-0.2	0.2	0.9	3.7
HTR5A ag	2	14	1	3	2	3	-1	7
HTR5A inv ctr	-5	1	-31	-9	-3	0	5	-22
MOR-DOR inv ag	5	8	9	-17	7	19	14	9
PfHsp90 yeast 2	-39	6	21	-17	x	7	-27	1
E coli growth	-0.3	0.2	0.8	5.2	-1.1	-3.1	-0.6	-0.5
SUMO Mot1 rescue	0	14	3	-9	232	5	-28	8
MOR-DOR ag	-1.1	-1.4	-1.8	4.0	-1.5	-3.7	-2.6	-1.6
PKA-R1A act	-2	-2	-6	-1	1	-3	-20	-2
phage Ecoli inh	-4.4	-2.1	2.0	5.2	0.6	-1.0	1.1	1.7

33) CCN(CC)c1ccc(/C=c2/sc3nnc(-c4ccccc4C)n3c2=O)cc1
34) Cc1ccc(S(=O)(=O)Nc2ccccc2)cc1C(=O)N1CCCC1
35) CCn1c(CCc2ccccc2)nc2ccccc21
36) c1ccc(CN2CCN(Cc3nnc(-c4ccccc4)o3)CC2)cc1
37) Cc1ccccc1C(=O)OC1CCN(C)CC1
38) COc1ccc(NC(=O)Nc2ccccc2C(N)=O)cc1
39) COc1cccc2[nH]c(C(=O)NC(C)c3ccccc3)cc12 (stereo unspecified)
40) COC(=O)C(C)n1nc(C)n(-c2ccc(C)cc2)c1=O (stereo unspecified)
entry no.	33	34	35	36	37	38	39	40
DSG3 Ab inh	349	110	125	111	126	102	92	99
AddAB inh	1.8	4.0	x	1.5	1.6	1.0	0.2	2.5
HTR5A ag	8	0	2	2	-3	1	-3	4
HTR5A inv ctr	-2	15	-7	-26	12	21	9	-5
MOR-DOR inv ag	11	13	5	14	12	5	16	17
PfHsp90 yeast 2	-7	14	8	x	11	30	22	x
E coli growth	-2.3	-1.4	x	0.4	0.0	-1.2	1.2	-0.2
SUMO Mot1 rescue	150	359	4	x	-4	-6	-2	8
MOR-DOR ag	-1.9	-2.5	-1.0	-2.8	-2.6	-0.8	-3.1	-3.8
PKA-R1A act	0	-14	3	-6	0	-8	-13	1
phage Ecoli inh	1.1	2.5	1.1	-0.5	0.4	4.3	3.1	-0.2

41) Nc1nnc(-c2ccncc2)s1
42) CC(O)c1nc2ccccc2n1C(C)c1ccccc1 (stereo unspecified)
43) Nc1ncnc2c1ncn2[C@@H]1O[C@H](CNCc2c(OCc3ccccc3F)ccc3ccccc23)[C@@H](O)[C@H]1O
44) CCOC(=O)N1CCN(C(=O)CN(C)S(=O)(=O)c2ccc3c(c2)C(C)(C)C(=O)N3C)CC1
45) Cc1cccc(NC(=O)c2cc([N+](=O)[O-])ccc2Cl)c1O
46) COc1ccc(CCNC(=O)c2cn(C)c3ccc(S(=O)(=O)N4CCOCC4)cc3c2=O)cc1OC
47) COc1ccc(CN2C(=O)c3ccccc3C(/C=N/OCc3ccc(Cl)cc3)C2=O)cc1 (stereo unspecified)
48) O=C1Nc2ccccc2N(O)N1c1cc(-c2cccc(Cl)c2)no1
49) CCCCC(=O)N(c1ccc(C(=O)O)cc1)c1nc(-c2ccc(Cl)cc2)c(CC)s1
50) O=C(Cn1ncc2c([nH]c3ccccc32)c1=O)Nc1cccnc1
entry no.	41	42	43	44	45	46	47	48	49	50
DSG3 Ab inh	100	106	90	x	105	106	95	x	91	x
AddAB inh	6.0	1.2	0.7	2.8	2.9	1.3	4.0	1.7	2.7	0.2
HTR5A ag	1	1	1	5	-1	0	2	1	-6	-4
HTR5A inv ctr	-3	-4	-2	-12	2	17	-8	-3	15	-4
MOR-DOR inv ag	12	18	4	16	-6	-4	18	8	2	19
PfHsp90 yeast 2	-5	-6	1	x	-3	-13	-16	x	-43	-14
E coli growth	0.2	0.5	-3.9	2.7	1.1	-0.1	-1.8	1.6	2.1	-4.5
SUMO Mot1 rescue	-3	-3	-6	-16	-8	-5	i	-14	9	-4
MOR-DOR ag	-2.4	-3.8	-0.8	-2.7	1.1	0.7	-4.0	-1.4	-0.4	-3.7
PKA-R1A act	-5	-2	8	4	-5	5	4	0	-7	-5
phage Ecoli inh	3.4	1.8	1.0	0.6	4.5	1.6	2.5	2.9	2.0	1.4

Of the compounds above, 7 contain a Cl atom:
3) O=C1c2ccccc2C(=O)N1CCCCN(C(=O)c1ccco1)c1ccc(Cl)cc1
20) O=S(=O)(Nc1nc2ccccc2s1)c1cnc(Cl)c(Br)c1
21) O=C(NCc1ccccc1Cl)NC(=O)c1ccccc1
45) Cc1cccc(NC(=O)c2cc([N+](=O)[O-])ccc2Cl)c1O
47) COc1ccc(CN2C(=O)c3ccccc3C(/C=N/OCc3ccc(Cl)cc3)C2=O)cc1 (stereo unspecified)
48) O=C1Nc2ccccc2N(O)N1c1cc(-c2cccc(Cl)c2)no1
49) CCCCC(=O)N(c1ccc(C(=O)O)cc1)c1nc(-c2ccc(Cl)cc2)c(CC)s1
entry no.	3	20	21	45	47	48	49
DSG3 Ab inh	97	90	91	105	95	x	91
AddAB inh	2.3	3.1	5.0	2.9	4.0	1.7	2.7
HTR5A ag	3	-2	-2	-1	2	1	-6
HTR5A inv ctr	-3	-13	5	2	-8	-3	15
MOR-DOR inv ag	-11	8	5	-6	18	8	2
PfHsp90 yeast 2	17	-4	0	-3	-16	x	-43
E coli growth	-3.0	-0.3	1.7	1.1	-1.8	1.6	2.1
SUMO Mot1 rescue	x	-15	9	-8	i	-14	9
MOR-DOR ag	1.8	-1.5	-0.9	1.1	-4.0	-1.4	-0.4
PKA-R1A act	7	-20	-2	-5	4	0	-7
phage Ecoli inh	3.7	0.2	1.9	4.5	2.5	2.9	2.0
